# Assay outcomes deposited in PubChem by National Center for Advancing Translational Sciences (NCATS).
# CBFb RUNX1 block – CBF-beta/RUNX1 interaction disruption; Q01196+Q13951; AlphaScreen CBFb-His/RUNX1-biotin binding, biochemical; Potency, µM (doses to about 59.8 µM), for inactives: at the top dose activity, negative = inhibition, actives largely listed as inhibitors; 230,000 tested, under 10 active; AID 1477; also: % of control where 0% means no effect
# Target sequence (Q01196 whole entry, looked up): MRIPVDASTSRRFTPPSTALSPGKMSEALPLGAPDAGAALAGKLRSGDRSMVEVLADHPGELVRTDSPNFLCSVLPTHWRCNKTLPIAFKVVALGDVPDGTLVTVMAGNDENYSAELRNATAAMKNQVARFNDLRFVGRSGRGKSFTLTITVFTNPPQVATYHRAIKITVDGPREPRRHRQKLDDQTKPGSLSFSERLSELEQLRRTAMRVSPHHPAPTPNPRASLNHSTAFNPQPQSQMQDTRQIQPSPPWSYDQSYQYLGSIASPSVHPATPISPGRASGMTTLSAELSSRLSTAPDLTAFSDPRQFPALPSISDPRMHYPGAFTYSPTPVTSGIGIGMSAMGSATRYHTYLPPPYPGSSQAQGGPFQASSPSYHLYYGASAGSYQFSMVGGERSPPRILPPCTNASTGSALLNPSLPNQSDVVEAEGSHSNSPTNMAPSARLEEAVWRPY
# Target sequence (Q13951 whole entry, looked up): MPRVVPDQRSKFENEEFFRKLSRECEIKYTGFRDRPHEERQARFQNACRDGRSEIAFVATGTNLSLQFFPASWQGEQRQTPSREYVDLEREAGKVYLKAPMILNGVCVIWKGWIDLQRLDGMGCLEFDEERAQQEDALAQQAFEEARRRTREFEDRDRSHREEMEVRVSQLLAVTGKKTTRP
#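 Bead-based AlphaScreen assay; binding partners His-tagged CBF-beta and biotinylated RUNX1 at 30 nM each. Compound exposure 15 min after a 20-min protein preincubation; bead step 90 min; all steps at room temperature.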
# NPSR antagonist – blocks cAMP signaling of the human neuropeptide S receptor; CHO-NPSR cells, cAMP TR-FRET, antagonist mode; Potency, µM (highest dose often 38.3 µM), inactives show at the highest dose activity change, negative = inhibition, hits mostly inhibitors; 220,000 compounds, 1% hits; AID 1461; also: potency is read from the fitted curve at half-maximal effect; % is scaled to controls: 0 for no effect and ±100 for the full control effect; nearly all actives have a fitted effect of over 50% in size; many of its hits are not listed in these tables
# GLA spleen mod – inhibits or activates alpha-galactosidase in human spleen homogenate; human spleen homogenate, 4MU-alpha-Gal fluorescence, 40 min; Potency, µM (doses to about 80 µM), for the others: top-dose activity change, negative = inhibition, usual class: inhibitors; 240,000 compounds, 0.008% hits; AID 2107;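 also: potency is read from the fitted curve at half-maximal effect; 0% = enzyme with vehicle and -100% = no enzyme basal signal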
# Target sequence (P06280 32-429 limits assumed): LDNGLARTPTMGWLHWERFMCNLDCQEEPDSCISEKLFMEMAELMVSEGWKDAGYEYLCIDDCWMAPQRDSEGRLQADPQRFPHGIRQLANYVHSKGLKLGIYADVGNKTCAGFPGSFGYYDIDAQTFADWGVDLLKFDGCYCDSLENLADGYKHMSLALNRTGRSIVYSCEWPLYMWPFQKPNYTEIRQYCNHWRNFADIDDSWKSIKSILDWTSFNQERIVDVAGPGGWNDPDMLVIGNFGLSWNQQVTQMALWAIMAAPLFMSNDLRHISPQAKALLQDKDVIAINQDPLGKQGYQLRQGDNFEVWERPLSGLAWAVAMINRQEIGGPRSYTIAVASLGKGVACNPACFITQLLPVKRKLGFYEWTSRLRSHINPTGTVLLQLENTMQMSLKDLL
#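 Spleen homogenate 1 ug + cpd (titration) + 4-MU-alpha-D-galactopyranoside 1 mM; 37C 40 min; 50 mM citrate/phosphate pH 5.0, 0.01% Tween-20; stop pH 10; fluorescence 365/440; AC50 via Hill.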
# IMPase Li inh – IMPase inhibition in cells with lithium potentiation | CHO-M1 cells, IP1 TR-FRET (IP-One), carbachol + lithium | Potency, µM (titrated, usually from 59.4 µM), for inactives: at the highest dose activity, negative = IMPase inhibition, actives largely listed as inhibitors | 210,000 compounds, 0.35% hits;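 also: IP1 builds up when IMPase is blocked and the TR-FRET signal falls; potency is read from the fitted curve at half-maximal effect; plate controls were basal vehicle for no effect and high inhibitor control for full effect; nearly all actives have a fitted effect of over 50% in size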
#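 Readout is a homogeneous TR-FRET IP1 immunoassay (Ex 320, Em 665 and 620), where raised cytosolic IP1 lowers signal. Cells were CHO-M1 treated 30 min at 37C with test compounds plus a little lithium; AC50 values came from Hill-equation fitting.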
# Luc counter – Kinase-Glo luciferase inhibition (counter-screen). Q27757. Kinase-Glo luciferase, ATP luminescence, 8 min. Potency, µM (highest dose often 38.3 µM), for the others: at the highest dose activity change, negative = inhibition, actives largely listed as inhibitors. 200,000 compounds, 0.28% hits; also: potency is read from the fitted curve at half-maximal effect; % is scaled to controls: 0 for no effect and ±100 for the full control effect; nearly all actives have a fitted effect of over 60% in size
#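 Light output from Kinase-Glo luciferase with luciferin and 10 uM ATP in 50 mM imidazole pH 7.2, KCl, MgCl2, Tween 20, BSA; compound pin-delivered, 8-min ambient incubation, then luminescence read.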
# Epigenetic derep – derepresses silenced GFP reporter in murine cells; murine LDR cells, GFP reporter derepression, 30 h; Potency, µM (titrated, usually from 53.9 µM), inactives show at the top dose GFP activation, hits mostly activators; 280,000 compounds, 0.2% hits; also: potency is read from the fitted curve at half-maximal effect; % of control where 0% means no effect; nearly all actives have a fitted effect of over 60% in size
#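 Murine LDR cells bearing a silenced CMV-driven GFP reporter were exposed to compound for 30 h at 37 C. After PBS washes, GFP-positive cells (20-120 um objects) counted by laser-scanning microplate cytometry.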
# Lamin A splicing – LMNA splicing modulation | HeLa LMNA splicing GFP/RFP minigene ratio, 48 h | Potency, µM (top dose mostly 46.1 µM), for the others: at the top dose ratio change, negative = inhibition, actives largely listed as inhibitors | 200,000 compounds, 0.01% hits; active = well fitted inhibition curve with a large enough effect in the signal ratio, with a control signal flat, not every such curve was filed as active; inconclusive = small, poorly fitted or top-dose-only effect, or effect the other way, or a change in a side signal; the % refers to the signal ratio; also: potency is read from the fitted curve at half-maximal effect; % is scaled to controls: 0 for no effect and ±100 for the full control effect
#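 S3 HeLa cells stably expressing lamin A-EGFP splicing minigene plus DsRed2, 600 cells/well, 48 h compound exposure at 37C. Laser-scanning cytometry; analysed as GFP (500-530 nm)/RFP (575-640 nm) total intensity ratio; 0.5% DMSO vehicle.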
# An asterisk follows results filed as active; ? = inconclusive; . = not tested or not shown; & = joins results of further samples; [ ] = another dose, or the depositor's remark. Unless noted, calls follow the shape of the dose curve; as a rule, active = well fitted curve in the direction sought with a large enough effect; inconclusive = small, poorly fitted or top-dose-only effect, or another doubt; inactive = no such curve, though single readings can be large; an effect the other way counts as inactive or inconclusive.
SMILES,CBFb RUNX1 block,NPSR antagonist,GLA spleen mod,IMPase Li inh,Luc counter,Epigenetic derep,Lamin A splicing
O=C1CN(C(=O)c2ccc(Br)o2)C(c2ccccc2)c2cc(Br)ccc2N1 (stereo not given),1%,?,1%,10%[38.3 µM],4%,1.7%,19%
Cc1nn(S(=O)(=O)c2cccs2)c(C)c1Sc1ccc([N+](=O)[O-])cc1,-22%,-27%[46.1 µM],4%,21%[38.3 µM],-5%,0.0%,12%
COCCN1Cc2cccc(C(=O)N3CCN(c4cc(C)ccc4C)CC3)c2C1=O,1%,-9%[46.1 µM],1%,11%[38.3 µM],1%,-2.7%,-9%
COc1ccc(N2CCN(S(=O)(=O)c3ccc(Cl)s3)CC2)cc1,-1%,-10%,4%,3%,-1%,8.5%,.
C=CCNc1nc(Cl)ncc1F,-1%,9%,-3%,8%,8%,0.0%,-1%
COC(=O)CNC(=O)CN1C(=O)N(c2ccc(Cl)cc2)C(N(O)C(=O)Nc2ccc(Cl)cc2)C1(C)C (stereo not given),-3%,-17%[46.1 µM],-15%,-4%[38.3 µM],-3%,0.1%,-8%
COc1ccc(C(=O)O)cc1S(=O)(=O)Nc1cccc(C(F)(F)F)c1,6%,12%[46.1 µM],10%,7%[38.3 µM],3%,0.7%,-7%
CSc1cccc(NC(=S)N(CCCN2CCCC(C)C2)Cc2cccs2)c1 (stereo not given),-5%,?,3%,18%,0%,0.1%,.
COc1cccc(C(=O)N/N=C(/c2ccccc2)c2ccccn2)c1,-29%,?,2%,9%[38.3 µM],-6%,0.0%,?
O=C(Nc1ccccn1)Nc1cccs1,-5%,-6%[46.1 µM],-3%,1%[38.3 µM],9%,6.7%,6%
O=C(C1CCN(C2CC(=O)N(c3ccc(Cl)cc3)C2=O)CC1)N1CCOCC1 (stereo not given),6%,1%[46.1 µM],-5%,34%[38.3 µM],4%,-1.1%,-5%
Cn1nnnc1SCC(=O)NCc1cc([N+](=O)[O-])ccc1O,-14%,1%,-9%,-1%,2%,-1.6%,-13%[46 µM]
CCN(CC)S(=O)(=O)c1ccc(NC(=O)c2ccc(NS(C)(=O)=O)cc2)cc1,9%,-18%[46.1 µM],3%,14%[38.3 µM],6%,0.0%,-26%
CCCN1Cc2cccc(C(=O)NCCCOC(C)C)c2C1=O,12%,-5%[46.1 µM],4%,18%[38.3 µM],-3%,2.4%,5%
Oc1ccc(-c2csc(Nc3cccnc3)n2)cc1,-3%,-19%[46.1 µM],-2%,17%[38.3 µM],0%,-1.1%,-12%
COc1ccc2cc(CCNC(=O)c3cccs3)c(=O)[nH]c2c1,9%[2.36 µM],5%,5%,3%,2%,3.8%,3%
O=S(=O)(c1cc(Br)c(Cl)s1)N1CCCC1,-9%,16%,10%,.,.,7.6%,.
COc1cc(-c2nnc(SCC(=O)c3cc(C)n(CC4CCCO4)c3C)o2)cc(OC)c1OC (stereo not given),8%,-18%[46.1 µM],0%,35%[activator][38.3 µM],-3%,0.0%,-12%
CO[C@H]1COC(=O)[C@@H](C)NC(=O)C/C=C\[C@@H](C)[C@H](OC)COC(=O)C/C=C\[C@@H]1C,-5%[13.1 µM],.,3%[17.5 µM],.,.,2.3%[10.1 µM],.
Cc1ccc(-n2nc(C)c3c(C)c(CCC(=O)NC(C)c4ccccc4)c(C)nc32)cc1 (stereo not given),0%,-12%[46.1 µM],4%,?,0%,0.0%&-1.0%,-3%
N#CCSc1nnc(COc2cccc3ccccc23)n1-c1ccccc1,6%,-28%[46.1 µM],-4%,6%[38.3 µM],0%,-0.7%,?
CCCN(CCC)S(=O)(=O)c1ccc(C(=O)Nc2nnc(COC)o2)cc1,-23%,0%,6%,-11%,1%,-2.9%,?
CN1CCN(c2ncc3c(n2)CC(c2ccccc2F)CC3=O)CC1 (stereo not given),6%,2%,1%,.,.,0.4%,.
N#CC1=C(N)C(C#N)(C#N)C(c2cccnc2)C2CC(c3ccccc3)CC=C12 (stereo not given),-4%,-2%[46.1 µM],6%,6%[38.3 µM],5%,1.2%,?
COc1ccccc1NC(=O)Oc1cccc(OC(=O)c2ccccc2)c1,15%,15%,7%,.,.,1.1%,.

# Single records, from the list above. Values in the order: CBFb RUNX1 block, NPSR antagonist, GLA spleen mod, IMPase Li inh, Luc counter, Epigenetic derep, Lamin A splicing
# `O=S(=O)(c1cc(Br)c(Cl)s1)N1CCCC1` as listed: -9%, 16%, 10%, ., ., 7.6%, .
# `Cn1nnnc1SCC(=O)NCc1cc([N+](=O)[O-])ccc1O` as listed: -14%, 1%, -9%, -1%, 2%, -1.6%, -13%[46 µM]
# `COC(=O)CNC(=O)CN1C(=O)N(c2ccc(Cl)cc2)C(N(O)C(=O)Nc2ccc(Cl)cc2)C1(C)C` (stereo not given) as listed: -3%, -17%[46.1 µM], -15%, -4%[38.3 µM], -3%, 0.1%, -8%
# `Oc1ccc(-c2csc(Nc3cccnc3)n2)cc1` as listed: -3%, -19%[46.1 µM], -2%, 17%[38.3 µM], 0%, -1.1%, -12%
# `CCCN(CCC)S(=O)(=O)c1ccc(C(=O)Nc2nnc(COC)o2)cc1` as listed: -23%, 0%, 6%, -11%, 1%, -2.9%, ?

# Back to the main list, starting 2 compounds before the break.
SMILES,CBFb RUNX1 block,NPSR antagonist,GLA spleen mod,IMPase Li inh,Luc counter,Epigenetic derep,Lamin A splicing
N#CC1=C(N)C(C#N)(C#N)C(c2cccnc2)C2CC(c3ccccc3)CC=C12 (stereo not given),-4%,-2%[46.1 µM],6%,6%[38.3 µM],5%,1.2%,?
COc1ccccc1NC(=O)Oc1cccc(OC(=O)c2ccccc2)c1,15%,15%,7%,.,.,1.1%,.
COc1cccc(-c2nc(-c3ccc4c(c3)-c3ccccc3S4(=O)=O)c(-c3ccccc3)[nH]2)c1OC,12%,3%[46.1 µM],0%,-20%,0%,-1.0%,-12%
Cc1ccsc1C(=O)N1CCCC(CCC(=O)N2CCN(c3ccccn3)CC2)C1 (stereo not given),18%,-6%,-14%,6%,3%,-8.2%,.
CS(=O)(=O)N(CCc1ccccc1)CC(=O)N1CCN(Cc2ccccc2)CC1,0%,8%[46.1 µM],0%,12%,1%,0.7%,?
O=C1CC(NNC(=O)c2ccc(Br)cc2)C(=O)N1 (stereo not given),13%,3%,-2%,.,.,9.3%,.
N#CC1(c2ccc(NC(=O)c3ccccc3F)cc2)CCCC1,10%,-12%[46.1 µM],6%,8%,-12%,1.1%,?
O=C(O)c1cc(N/N=C/C(Cl)=C/c2ccccc2)ccc1Cl,-8%,-22%,-5%,-5%,-3%,15%,-20%[46 µM]
COc1ccccc1CNc1ccc2nnc(CCNC(=O)c3ccc(C)cc3)n2n1,-2%,-12%,6%,10%,5%,-1.0%,?
Cc1ccc(-c2nc3sc4c(N)ncnc4c3c3c2CCCC3)cc1,-2%,-8%[46.1 µM],-5%,-10%[38.3 µM],2%,-0.9%,4%
Cc1nccc(-c2cccc(N/N=C(\C#N)C(=O)c3ccccc3)c2)n1,-13%,51%[7.67 µM],-6%,.,.,1.4%,.
COc1ccccc1CN(C(=O)c1ccco1)C(C(=O)NC1CCCC1)c1ccncc1 (stereo not given),2%,-18%[46.1 µM],-8%,-6%[38.3 µM],15%,-4.3%,5%
Cc1cc(C)c(C)c(Oc2ncnc(N)c2[N+](=O)[O-])c1,-1%,25%,-7%,4%,-1%,-1.1%,-23%
OC(c1ccc(Cl)cc1)c1nnc(-c2ccccc2)o1 (stereo not given),-2%,-22%[46.1 µM],-3%,-4%[38.3 µM],12%,-2.3%,5%
COc1ccc(C(O)Cn2cc([N+](=O)[O-])nc2C)cc1 (stereo not given),3%,-12%,2%,.,.,0.1%,.
COc1ccc([N+](=O)[O-])cc1NC(=O)CSc1ncccn1,-2%,6%,3%,1%,1%,4.9%,?
O=C(CCN1C(=O)/C(=C/C=C/c2ccccc2)SC1=S)Nc1ccccn1,-17%,-44%,4%,-13%,.,14µM*,.
O=C(COc1ccc(S(=O)(=O)NC2CCCCC2)cc1Cl)N1CCN(c2ccccc2)CC1,-6%,-19%[46.1 µM],-1%,27%[38.3 µM],1%,0.0%,?
CCOc1ccc(-c2nnn(CC(=O)NCc3ccc(F)cc3)n2)cc1OCC,-8%,0%[46.1 µM],8%,-9%[38.3 µM],-5%,-0.2%,-1%
Cc1nc2nc(CSc3nnc(C)s3)cc(=O)n2[nH]1,2%,-2%[46.1 µM],5%,-2%[38.3 µM],-5%,2.0%,7%
O=C(CCN1CCc2ccccc2C1)Nc1ccc2c(c1)OCO2,0%,10%[46.1 µM],8%,23%[38.3 µM],1%,0.9%,1%
O=C(CCCCCNc1nc(=S)[nH]c2ccccc12)NCCc1ccc(Cl)cc1,-8%,-13%,-2%,12%,-1%,12%,2%[46 µM]
CN1C/C(=C/c2ccsc2)C(=O)/C(=C/c2ccsc2)C1,-4%,2%,-1%,5%,0%,?,-3%
Cc1ccc(S(=O)(=O)N(C)CC(=O)N2CCN(C(=O)c3ccco3)CC2)cc1,2%,-2%[46.1 µM],-2%,1%[38.3 µM],-2%,2.9%,-9%
CC(=O)N1CCC2(CC1)C(C#N)=C(N)OC1=C2C(=O)CC(C)(C)C1,0%,-6%[46.1 µM],0%,-12%[38.3 µM],1%,-2.8%,-8%
Cc1cc(C)cc(Nc2ncc3c(n2)CCCC3=O)c1,-2%,-6%[46.1 µM],-8%,0%[38.3 µM],-2%,-0.1%,8%
CC(C)Cc1nc2oc3c(N4CCN(C)CC4)ncnc3c2c2c1CCCC2,3%,-9%[7.67 µM],2%,6%[38.3 µM],-3%,-1.2%,-2%
COc1ccc2[nH]cc(CC(=O)O)c2c1,2%,1%,-9%,7%,0%,2.0%,?
CC1(COc2ccc(C[C@H]3SC(=O)NC3=O)cc2)CCCCC1,-3%[21.7 µM],.,8%,36%[activator],-3%,6.7%,.
COC(=O)C(NS(=O)(=O)c1ccc(C)cc1)c1ccccc1 (stereo not given),?,0%,-4%,4%,0%,0.5%,10%[46 µM]
COc1ccc(CCNC(=O)C2CCN(S(=O)(=O)N3CC(C)CC(C)C3)CC2)cc1OC (stereo not given),4%,-1%[46.1 µM],-17%,-7%[38.3 µM],-2%,0.1%,4%

# Not all compounds are listed; count on the stated rates, not on these rows.
